ABCG2 block = ABCG2 efflux pump inhibitors, primary screen, multiplex with ABCB1, IgMXP3 cells, flow cytometry; inhibition, % at 6.6 µM; JC-1 efflux; Broad substrate specificity ATP-binding cassette transporter ABCG2 (Homo sapiens), Q9UNQ0; 190,000 tested, 0.1% active; AID 1325, 2008;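 active means inhibition above 80%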;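 further: 0% = DMSO and 100% = nicardipine control wells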
Target sequence (Q9UNQ0 whole entry, looked up): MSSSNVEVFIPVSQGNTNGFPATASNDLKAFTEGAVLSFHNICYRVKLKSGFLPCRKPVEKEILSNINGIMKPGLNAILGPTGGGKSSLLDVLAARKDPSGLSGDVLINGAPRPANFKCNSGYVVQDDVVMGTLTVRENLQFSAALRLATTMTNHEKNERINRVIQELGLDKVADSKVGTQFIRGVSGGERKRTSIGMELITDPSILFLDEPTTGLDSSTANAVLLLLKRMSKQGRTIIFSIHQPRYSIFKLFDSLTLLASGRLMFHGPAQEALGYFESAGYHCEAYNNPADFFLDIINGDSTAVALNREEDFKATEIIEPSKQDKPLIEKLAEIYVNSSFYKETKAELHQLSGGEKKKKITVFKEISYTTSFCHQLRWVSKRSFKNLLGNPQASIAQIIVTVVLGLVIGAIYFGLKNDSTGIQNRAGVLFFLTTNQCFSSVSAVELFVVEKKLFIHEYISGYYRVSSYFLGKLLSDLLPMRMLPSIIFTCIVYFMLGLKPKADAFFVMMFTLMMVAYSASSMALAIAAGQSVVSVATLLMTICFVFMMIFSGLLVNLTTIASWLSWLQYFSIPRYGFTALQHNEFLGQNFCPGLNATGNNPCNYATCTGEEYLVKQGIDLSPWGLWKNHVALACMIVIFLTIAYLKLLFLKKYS
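Test system: ABCG2 IgMXP3 and barcoded ABCB1 CCRF-Adr cell mix; Schedule: cells with compound and JC-1, 10 min at 25 °C, rotating, no wash; Technique: flow cytometry of retained JC-1 fluorescence; Measure: % inhibition of efflux relative to nicardipine and DMSO; Controls: nicardipine high and DMSO low controls.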
Mcl1-Noxa inh = Mcl-1/Noxa binding inhibitors, primary screen, biochemical, TR-FRET, 1536-well. Induced myeloid leukemia cell differentiation protein Mcl-1 (Homo sapiens), Q07820. TR-FRET Mcl-1/Noxa peptide binding, 2 h. inhibition, % at 21.7 µM. 220,000 tested, 1.5% active;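 active means compounds that cut the protein-peptide binding signal by more than 50% relative to plate controls in a single-dose test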;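 further: His-tagged Mcl-1 with rhodamine Noxa BH3 peptide and terbium anti-His antibody; 0% = Mcl-1 plus Noxa peptide wells and 100% = peptide-only wells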
HRas wt GTP bind = modulators of GTP binding to HRas wildtype, primary screen, biochemical, bead-based flow cytometry, multiplex; GTPase HRas (Homo sapiens), P01112; GST-Ras wt beads, Bodipy-FL-GTP binding; actives lie on both sides; GTP binding activity, % at 10 µM; 190,000 tested, 0.14% active; AID 759, 2007;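 active means GTP binding activity at least 20% away from the 100% baseline, either lowered as inhibitor or raised as activator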;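 further: 0% = unlabeled GTP competition control and 100% = no-compound control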
Target sequence (P01112 whole entry, looked up): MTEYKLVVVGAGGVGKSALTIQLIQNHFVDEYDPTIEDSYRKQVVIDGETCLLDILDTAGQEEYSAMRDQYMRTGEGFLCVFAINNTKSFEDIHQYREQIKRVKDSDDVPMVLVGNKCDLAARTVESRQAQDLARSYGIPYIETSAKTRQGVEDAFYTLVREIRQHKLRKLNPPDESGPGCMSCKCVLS
Avidin fluor = green autofluorescence of compounds with avidin beads – biophysical, 488/530 nm, flow cytometry, artefact control, profiling panel | compound fluorescence 488/530 nm; stronger effect = higher value | fluorescence (KMESF) at 10 µM | 220,000 tested, 0.38% active; in the data active means fluorescence above about 47; further: inactives centre near 10
ABCB1 block = ABCB1 efflux pump inhibitors, primary screen, cell-based, multiplex, flow cytometry, ABCG2 counter-screen; CCRF-Adr cells, JC-1 efflux; inhibition, % at 6.6 µM; 190,000 tested, 0.067% active; AID 1326, 2008; in the data active means inhibition above about 40%;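 further: 0% = vehicle and 100% = reference inhibitor; higher value means more JC-1 retained so stronger ABCB1 efflux block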
Rac1 wt GTP bind = wildtype Rac1 GTP binding modulators, primary screen, biochemical, GST-Rac1 beads, flow cytometry, multiplex | Ras-related C3 botulinum toxin substrate 1 (Homo sapiens), P63000 | GTP binding activity (% of control), % at 10 µM | AID 757, 2007 | 190,000 tested, 0.27% active | fluorescent GTP binding; actives lie on both sides; 0 = cold GTP competed, 100 = untreated;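 active means GTP binding activity at least 20 points away from the 100% control level, either lower or higher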
Cdc42 wt = modulators of GTP binding to wildtype Cdc42, primary screen, biochemical, multiplex bead flow cytometry, Bodipy-GTP; Cell division control protein 42 homolog (Homo sapiens), P60953; GST-Cdc42 beads; actives lie on both sides; percent activity (GTP binding), % at 10 µM; 190,000 tested, 0.2% active; AID 761, 2007;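 active means percent activity GTP binding at least 20 points away from the 100% baseline, either down as inhibitor or up as activator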;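 further: median bead fluorescence of bound Bodipy-FL-GTP at 100 nM; 0% = excess unlabeled GTP control and 100% = no compound control; below 100% means less GTP binding so inhibitor and above means activator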
Target sequence (P60953 whole entry, looked up): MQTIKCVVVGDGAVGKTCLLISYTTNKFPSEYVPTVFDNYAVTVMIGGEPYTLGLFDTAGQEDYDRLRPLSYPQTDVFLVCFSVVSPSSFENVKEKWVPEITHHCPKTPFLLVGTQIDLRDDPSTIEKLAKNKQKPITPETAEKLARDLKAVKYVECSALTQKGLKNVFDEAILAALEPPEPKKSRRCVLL
Rab2A wt mod = modulators of GTP binding to Rab2A wildtype, primary screen, biochemical, dog, bead-based flow cytometry, multiplex. Ras-related protein Rab-2A (Canis lupus familiaris), P61105. GST-Rab2 wt beads, Bodipy-GTP binding. GTP binding activity, % at 10 µM. 190,000 tested, 0.19% active;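 active means GTP binding activity at least 20 points away from 100%, either lowered or raised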;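 further: 0% = beads with excess unlabeled GTP and 100% = no-compound control corrected for plate trend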
Rac1 act GTP bind = GTP binding modulators of activated mutant Rac1, primary screen, biochemical, bead-based flow cytometry, multiplex, fluorescent GTP. 190,000 tested, 0.11% active. AID 764, 2007. Ras-related C3 botulinum toxin substrate 1 (Homo sapiens), P63000. percent activity (GTP binding), % at 10 µM. GST-Rac1 activated beads; actives lie on both sides; 100% means binding = to untreated wells;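 active means GTP binding at least 20 percentage points away from the 100% baseline, in either direction, so actives lie on both sides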
Rab7 wt GTP bind = modulators of GTP binding to Rab7, primary screen, biochemical, wildtype, multiplex bead flow cytometry; Rab7 GTPase wild type (dog), Bodipy-FL-GTP binding; GST-Rab7 beads, fluorescent GTP binding; actives lie on both sides; untreated = 100%, excess cold GTP = 0%; GTP binding activity (percent of control), % at 10 µM; 190,000 tested, 0.055% active;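 active means fluorescent GTP binding to Rab7 beads changed by at least 20 points from the 100% baseline, either direction, mostly lower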;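 further: median green fluorescence of bound Bodipy-FL-GTP per Rab7 bead population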
Pf gametocyte = late stage P. falciparum gametocyte viability inhibitors, primary screen, ATP luminescence, HTS; P. falciparum stage V gametocytes, 24 h; inhibition, % at 10.9 µM; 150,000 tested, 0.065% active;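 active means inhibition above the mean plus 3 SD of compounds within the control limits, set per campaign, cut at about 38% in these data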;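 further: 0% = DMSO wells and 100% = medium only without gametocytes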
Starred values were filed as active, the others as inactive.

CCOC(=O)CC(=O)CSc1ncnc2c1oc1ccccc12 was read as ABCG2 block 2, Mcl1-Noxa inh 11, HRas wt GTP bind 103, Avidin fluor 35, ABCB1 block 0.1, Rac1 wt GTP bind 103, Cdc42 wt 100, Rab2A wt mod 102, Rac1 act GTP bind 99 and Rab7 wt GTP bind 100.
Screening Cc1sc2ncn(CC(=O)NCCCC(=O)N3CCN(c4ccccn4)CC3)c(=O)c2c1C returned ABCG2 block 4, Mcl1-Noxa inh 1, HRas wt GTP bind 101, Avidin fluor 10, ABCB1 block 0.5, Rac1 wt GTP bind 97, Cdc42 wt 102, Rab2A wt mod 100, Rac1 act GTP bind 97 and Rab7 wt GTP bind 104.
Nc1c2c(nc3ccccc13)CCC2 was read as ABCG2 block -3, Mcl1-Noxa inh 15, HRas wt GTP bind 101, Avidin fluor 33, ABCB1 block -0.9, Rac1 wt GTP bind 110, Cdc42 wt 103, Rab2A wt mod 101, Rac1 act GTP bind 103 and Rab7 wt GTP bind 99.
`CCCCN(C)C(=O)C(Cc1ccccc1)NS(=O)(=O)c1ccc2c(c1)c(=O)n(C)c(=O)n2C` (stereo unspecified) gave ABCG2 block 3, Mcl1-Noxa inh -5, HRas wt GTP bind 97, Avidin fluor 8, ABCB1 block 1.2, Rac1 wt GTP bind 104, Cdc42 wt 99, Rab2A wt mod 98, Rac1 act GTP bind 102 and Rab7 wt GTP bind 98.
`CCOc1ccc(C(=O)Nc2cccc(-c3nc4ccccc4[nH]3)c2C)cc1[N+](=O)[O-]` gave ABCG2 block 13, Mcl1-Noxa inh 9, HRas wt GTP bind 100, Avidin fluor 11, ABCB1 block 0.9, Rac1 wt GTP bind 103, Cdc42 wt 99, Rab2A wt mod 98, Rac1 act GTP bind 99, Rab7 wt GTP bind 97 and Pf gametocyte 18.
Cc1onc(-c2c(F)cccc2Cl)c1C(=O)NCCCN1CCOCC1 was read as ABCG2 block 6, Mcl1-Noxa inh 0, HRas wt GTP bind 99, Avidin fluor 6, ABCB1 block 0.5, Rac1 wt GTP bind 101, Cdc42 wt 99, Rab2A wt mod 99, Rac1 act GTP bind 97 and Rab7 wt GTP bind 100.
Screening O=C(COC(=O)CCc1ccccc1)Nc1ncc(Cl)cc1Cl returned ABCG2 block 4, Mcl1-Noxa inh 1, HRas wt GTP bind 102, Avidin fluor 10, ABCB1 block 0.9, Rac1 wt GTP bind 102, Cdc42 wt 103, Rab2A wt mod 102, Rac1 act GTP bind 98 and Rab7 wt GTP bind 102.
`O=C1CC(Nc2ccc(N3CCOCC3)cc2)C(=O)N1Cc1ccccc1` (stereo unspecified) gave ABCG2 block 2, Mcl1-Noxa inh 13, HRas wt GTP bind 99, Avidin fluor 6, ABCB1 block 0.4, Rac1 wt GTP bind 101, Cdc42 wt 100, Rab2A wt mod 99, Rac1 act GTP bind 98 and Rab7 wt GTP bind 99.
`CCN(C(N)=S)c1ccccc1` gave ABCG2 block 0, Mcl1-Noxa inh -2, HRas wt GTP bind 96, Avidin fluor 15, ABCB1 block 0.1, Rac1 wt GTP bind 94, Cdc42 wt 95, Rab2A wt mod 95, Rac1 act GTP bind 95, Rab7 wt GTP bind 99 and Pf gametocyte 0.
Screening CN1CCN(c2nc(-c3ccccc3)c3cc(Cl)ccc3n2)CC1 returned ABCG2 block 3, Mcl1-Noxa inh 18, HRas wt GTP bind 104, Avidin fluor 12, ABCB1 block 0.2, Rac1 wt GTP bind 106, Cdc42 wt 104, Rab2A wt mod 102, Rac1 act GTP bind 95 and Rab7 wt GTP bind 103.
Screening CC(C)c1cc(C(=O)Nc2sc3c(c2C#N)CCC3)no1 returned ABCG2 block 2, Mcl1-Noxa inh 17, HRas wt GTP bind 104, Avidin fluor 15, ABCB1 block 0.2, Rac1 wt GTP bind 102, Cdc42 wt 104, Rab2A wt mod 102, Rac1 act GTP bind 97 and Rab7 wt GTP bind 104.
Screening Clc1ccc(-n2cccc2)cn1 returned ABCG2 block 11, Mcl1-Noxa inh 0, HRas wt GTP bind 97, Avidin fluor 12, ABCB1 block 2.9, Rac1 wt GTP bind 100, Cdc42 wt 100, Rab2A wt mod 96, Rac1 act GTP bind 97, Rab7 wt GTP bind 105 and Pf gametocyte 8.
COc1cc(NC(=O)c2ccc(Cl)cc2)c(OC)cc1Cl was read as ABCG2 block 3, Mcl1-Noxa inh 0, HRas wt GTP bind 101, Avidin fluor 3, ABCB1 block 0.5, Rac1 wt GTP bind 103, Cdc42 wt 101, Rab2A wt mod 102, Rac1 act GTP bind 99 and Rab7 wt GTP bind 101.
For CCCN(CC(=O)Nc1ccccc1C)C(=O)/C=C/c1cccs1 the results were ABCG2 block 17, Mcl1-Noxa inh 3, HRas wt GTP bind 100, Avidin fluor 14, ABCB1 block 0.6, Rac1 wt GTP bind 104, Cdc42 wt 105, Rab2A wt mod 101, Rac1 act GTP bind 102, Rab7 wt GTP bind 98 and Pf gametocyte 21.
Cc1cccc(CCN=c2c([N+](=O)[O-])nn(-c3ccccc3)n2O)c1 was read as ABCG2 block 8, Mcl1-Noxa inh 5, HRas wt GTP bind 94, Avidin fluor 16, ABCB1 block 1.7, Rac1 wt GTP bind 101, Cdc42 wt 96, Rab2A wt mod 91, Rac1 act GTP bind 96, Rab7 wt GTP bind 91 and Pf gametocyte 21.
CC1CCCC(NC(=O)CN(C)S(=O)(=O)c2cnc[nH]2)C1C (stereo unspecified) was read as ABCG2 block 4, Mcl1-Noxa inh 13, HRas wt GTP bind 106, Avidin fluor 13, ABCB1 block 0.1, Rac1 wt GTP bind 109, Cdc42 wt 104, Rab2A wt mod 100, Rac1 act GTP bind 106, Rab7 wt GTP bind 102 and Pf gametocyte 15.
Screening Cc1ccccc1NC(=O)Nc1nc2ccc(S(C)(=O)=O)cc2s1 returned ABCG2 block 16, Mcl1-Noxa inh 16, HRas wt GTP bind 100, Avidin fluor 10, ABCB1 block -0.2, Rac1 wt GTP bind 103, Cdc42 wt 101, Rab2A wt mod 99, Rac1 act GTP bind 101, Rab7 wt GTP bind 100 and Pf gametocyte -21.
For COc1ccc(OC)c(NC(=O)C2C3C=CC(C3)C2C(=O)NCc2cccnc2)c1 (stereo unspecified) the results were ABCG2 block -3, Mcl1-Noxa inh -8, HRas wt GTP bind 98, Avidin fluor 21, ABCB1 block -0.6, Rac1 wt GTP bind 99, Cdc42 wt 93, Rab2A wt mod 99, Rac1 act GTP bind 95, Rab7 wt GTP bind 104 and Pf gametocyte 11.
Screening CC(C)COC(=S)Nc1ccccc1 returned ABCG2 block 2, Mcl1-Noxa inh 15, HRas wt GTP bind 104, Avidin fluor 7, ABCB1 block 0.3, Rac1 wt GTP bind 104, Cdc42 wt 105, Rab2A wt mod 101, Rac1 act GTP bind 101 and Rab7 wt GTP bind 100.
Screening CC(C)c1ccccc1-n1c(SCC(=O)N2CCc3ccccc3C2)nc2ccccc2c1=O returned ABCG2 block 2, Mcl1-Noxa inh -4, HRas wt GTP bind 94, Avidin fluor 20, ABCB1 block 5.4, Rac1 wt GTP bind 94, Cdc42 wt 92, Rab2A wt mod 95, Rac1 act GTP bind 95, Rab7 wt GTP bind 99 and Pf gametocyte -20.
For COC(=O)C(Cc1ccccc1)NC(=O)c1cc(S(=O)(=O)N(C)C)ccc1Cl (stereo unspecified) the results were ABCG2 block 0, Mcl1-Noxa inh 4, HRas wt GTP bind 95, Avidin fluor 9, ABCB1 block 0.1, Rac1 wt GTP bind 96, Cdc42 wt 92, Rab2A wt mod 101, Rac1 act GTP bind 95, Rab7 wt GTP bind 104 and Pf gametocyte 1.
Cc1ccc(C(=O)c2sc3c(c2N)c(=O)[nH]c(=O)n3CCc2ccccc2)cc1 was read as ABCG2 block 19, Mcl1-Noxa inh -25, HRas wt GTP bind 97, Avidin fluor 10, ABCB1 block 1.5, Rac1 wt GTP bind 104, Cdc42 wt 95, Rab2A wt mod 95, Rac1 act GTP bind 97, Rab7 wt GTP bind 98 and Pf gametocyte 19.
O=C(CSc1ccc2nnc(-c3ccc(Cl)cc3)n2n1)N1CCc2ccccc21 was read as ABCG2 block 6, Mcl1-Noxa inh 11, HRas wt GTP bind 100, Avidin fluor 4, ABCB1 block 2.4, Rac1 wt GTP bind 102, Cdc42 wt 95, Rab2A wt mod 97, Rac1 act GTP bind 98 and Rab7 wt GTP bind 95.

Three compounds already listed, sorted by molar mass, rising.
Screening Clc1ccc(-n2cccc2)cn1 returned ABCG2 block 11, Mcl1-Noxa inh 0, HRas wt GTP bind 97, Avidin fluor 12, ABCB1 block 2.9, Rac1 wt GTP bind 100, Cdc42 wt 100, Rab2A wt mod 96, Rac1 act GTP bind 97, Rab7 wt GTP bind 105 and Pf gametocyte 8.
Screening CN1CCN(c2nc(-c3ccccc3)c3cc(Cl)ccc3n2)CC1 returned ABCG2 block 3, Mcl1-Noxa inh 18, HRas wt GTP bind 104, Avidin fluor 12, ABCB1 block 0.2, Rac1 wt GTP bind 106, Cdc42 wt 104, Rab2A wt mod 102, Rac1 act GTP bind 95 and Rab7 wt GTP bind 103.
Screening Cc1sc2ncn(CC(=O)NCCCC(=O)N3CCN(c4ccccn4)CC3)c(=O)c2c1C returned ABCG2 block 4, Mcl1-Noxa inh 1, HRas wt GTP bind 101, Avidin fluor 10, ABCB1 block 0.5, Rac1 wt GTP bind 97, Cdc42 wt 102, Rab2A wt mod 100, Rac1 act GTP bind 97 and Rab7 wt GTP bind 104.

An unsorted share of the library, and some 2.3% of all compounds hit somewhere here.
